Compound activity: PubChem BioAssay, National Center for Advancing Translational Sciences (NCATS)
Nrf2 block = inhibitors of Nrf2 signaling; A549 ARE-Fluc reporter, luciferase luminescence, 18-24 h; Potency, µM (highest dose often 46 µM), inactives show at the highest dose activity change, negative = inhibition, hits mostly inhibitors; hit rate 2.1% among 360,000; AID 504444; note: potency is the fitted concentration of half-maximal effect; % is set by controls: 0 for no effect and ±100 for the full control effect; nearly all actives have a fitted effect of over 60% in size
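Nrf2 activity is the BugLite luminescence, read 15 min after reagent at room temperature, following CellTiter-Fluor cytotoxicity readout (30 min, 37C). Compound titrations were applied for 18-24 h to 5000 A549 ARE_Fluc cells/well in 5% FBS OPTI-MEM.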
Nrf2 activator = Nrf2 pathway activation; AREc32 ARE-luciferase reporter (MCF7-derived line), luminescence, 24 h; Potency, µM (doses to about 46.1 µM), inactives show at the highest dose activation, most hits filed as activators; hit rate 0.31% among 410,000; AID 624171; note: potency is the fitted concentration of half-maximal effect; % of control where 0% means no effect; nearly all actives have a fitted effect of over 65% in size
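Luminescent ARE reporter assay in AREc32_Fluc cells: overnight plating at 37 deg C, 24 hr compound incubation, Steady-Glo added, 30 min RT before reading.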
pAkt inh = blocks phosphorylation of Akt; Neuro2A IGF-stimulated pAkt S473 HTRF, 20 min; hits give low values; activity change, % for hits at 50 µM; hit rate 0.32% among 360,000; in the data active = activity change below about -80%; inconclusive = mostly about -51% to -80%; note: % is set by controls: 0 for no effect and ±100 for the full control effect
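Single-point screen (50 µM final compound) in Neuro2A cells stimulated 20 min with 6 nM IGF at 37 deg C. After lysis, Ser473-phosphorylated Akt read by HTRF (ex 330 nm, em 615/665 nm) as the 665/615 ratio.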
TGFb SMAD3 inh = blocks TGF-b signaling; HepG2 CAGA-GFP TGF-b/SMAD3 reporter, GFP fluorescence, 18 h; TGF-beta stimulated, 500 pg/mL final; Potency, µM (series often up to 46.1 µM), without a hit: top-dose activity, negative = inhibition, most hits filed as inhibitors; hit rate 1.2% among 410,000; AID 588855; note: potency is the fitted concentration of half-maximal effect; % is set by controls: 0 for no effect and ±100 for the full control effect; nearly all actives have a fitted effect of over 65% in size
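Inhibition of TGF-beta-driven CAGA-GFP reporter expression in HEPG2 cells is measured by cellular GFP fluorescence after 18 h stimulation with 500 pg/mL recombinant TGF-beta in 1% FBS medium at 37 degrees C.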
Abeta yeast res = compounds reversing amyloid beta toxicity in yeast; yeast expressing A-beta42, growth rescue, OD600, 48 h; response scale: 0% DMSO, 100% iron-clioquinol control; Potency, µM (doses to about 46.1 µM), for the others: at the highest dose growth rescue, hits mostly activators; hit rate 0.063% among 410,000; AID 1347071; note: potency is the fitted concentration of half-maximal effect; nearly all actives have a fitted effect of over 55% in size
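Yeast growth medium received pinned compounds, then yeast cells expressing toxic A-beta were added; plates incubated at 30 C for 48 hr. Growth read as absorbance at 600 nm, normalized to DMSO and equimolar FeCl3 plus clioquinol controls.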
HepG2 viability = counter-screen for TGF-b inhibitors: cytotoxicity in HepG2 cells; hit rate 0.76% among 410,000; HepG2 CAGA-GFP viability, ATP luminescence, 18 h; Potency, µM (series often up to 46.1 µM), for inactives: top-dose activity change, negative = cytotoxicity, actives largely listed as cytotoxic; AID 588856; note: potency is the fitted concentration of half-maximal effect; some results filed as inactive show a strong effect at the top dose
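HepG2 CAGA-GFP cells (1000/well, DMEM with 1% FBS) received compound, then TGF-beta at 500 pg/mL final, and were incubated 18 hours at 37 degrees C. Viability was read by CellTiter-Glo luminescence. Media-only wells were set as complete cell-killing and DMSO as no toxicity.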
CCT chaperon mod = changes cytosolic chaperonin activity; purified chaperonin ATPase assay, HTRF ADP detection, 30 min; activity change, % (no concentration beside the values), hits read low; hit rate 0.3% among 360,000; AID 651819; in the data active = activity change below about -30%; note: % is set by controls: 0 for no effect and ±100 for the full control effect
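ATPase activity: ADP formed was measured by HTRF Transcreener (665/615 nm ratio) after 30 min at 37 deg C with 10 uM ATP. Compounds screened at one 76 uM concentration against 40 or 20 nM TRiC in Tris pH 7.4/KCl/MgCl2/DTT buffer.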
A549 tox = counter-screen for Nrf2 inhibitors: cytotoxicity in A549 cells; Potency, µM (doses to about 46 µM), for the others: at the top dose activity change, negative = cytotoxicity, most hits filed as inhibitors; hit rate 0.16% among 390,000; A549 ARE-Fluc cells, CellTiter-Fluor viability, 18-24 h; note: potency is the fitted concentration of half-maximal effect; % is set by controls: 0 for no effect and ±100 for the full control effect
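Cytotoxicity counterscreen: CellTiter-Fluor fluorescence was measured in A549 ARE_Fluc cells after 18-24 h of compound exposure in a concentration series. The subsequent BugLite luminescent read reports ARE-luciferase activity.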
Mm-Cpn inhibitor = blocks the Methanococcus maripaludis chaperonin Mm-Cpn. purified Mm-Cpn ATPase, ADP Transcreener TR-FRET. Potency, µM (series often up to 76.9 µM), for the others: at the top dose activity, negative = inhibition, usual class: inhibitors. hit rate 0.031% among 330,000. AID 504842; note: potency is the fitted concentration of half-maximal effect; % is set by controls: 0 for no effect and ±100 for the full control effect; nearly all actives have a fitted effect of over 80% in size
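25 nM Mm-CPN + cpd, 10 min 37°C; + 10 uM ATP, 30 min 37°C; buffer 30 mM Tris pH 7.4, 100 mM KCl, 5 mM MgCl2, 1 mM DTT; Transcreener ADP HTRF detection 30 min RT.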
An asterisk follows results filed as active; i = inactive; ? = inconclusive; . = no result given; [ ] = another dose, or the depositor's remark. Unless noted, calls come from the whole dose curve; as a rule, active = well fitted curve in the direction sought with a large enough effect; inconclusive = small, poorly fitted or top-dose-only effect, or another doubt; inactive = no such curve, though single readings can be large; an effect the other way counts as inactive or inconclusive. This is a random part of the collection; any-hit rate near 4.3%.

SMILES | Nrf2 block | Nrf2 activator | pAkt inh | TGFb SMAD3 inh | Abeta yeast res | HepG2 viability | CCT chaperon mod | A549 tox | Mm-Cpn inhibitor
Cc1ccc(S(=O)(=O)N2C[C@H]3C(=O)C[C@@H](c4ccccc4)N(S(=O)(=O)c4ccc(C)cc4)[C@H]3C[C@H]2c2ccc(Cl)cc2)cc1 | . | -0.5% | i | -23% | -1% | -35% | -1.2 | . | .
Cc1onc(-c2ccccc2)c1C(=O)OCC(=O)N(C)c1c(N)n(Cc2ccccc2)c(=O)[nH]c1=O | 7% | -1.1% | i | ? | 25% | -41% | 0.7 | 0% | 1%
COc1ccccc1CNCC(=O)N1CC(=O)Nc2ccccc21 | 8% | 5.1% | i | 12% | -1% | -41% | -1.3 | -9% | -4%
O=C(CNC(=O)c1ccccc1)NCC1COc2ccccc2O1 (stereo not given) | 8% | 3.8% | i | ? | -18% | 6% | -1.6 | -10% | -1%
COc1ccc(C(CNC(=O)c2ccc(N3CCCC3=O)cc2)N(C)C)cc1 (stereo not given) | ? | 7.4% | i | -8% | 5% | -22% | 1.6 | -6% | 0%
COc1ccc(CN(Cc2cccn2C)S(=O)(=O)c2ccc(C)cc2)cc1 | -14% | -0.3% | i | -28% | -7% | 7% | -2.5 | 1% | -20%
O=C(NCC1(N2CCOCC2)CCCCC1)c1ccc(S(=O)(=O)Nc2ccccc2F)cc1 | -3% | 0.5% | i | 6% | -2% | -9% | -5.0 | 1% | 1%
COc1ccccc1CNC(=O)COc1ccc(S(=O)(=O)N2CCOCC2)cc1C | -12% | -0.4% | i | 7% | -2% | -43% | -1.3 | 0% | -1%
CCN(CC)CCN(Cc1cc2ccc(C)cc2[nH]c1=O)C(=O)Nc1ccc(Cl)cc1 | 13% | -0.9%[9.22 µM] | i | 3% | 2% | 5% | 2.0 | -4% | 1%
CC(=O)Nc1ccc(S(=O)(=O)Nc2ccc(S(=O)(=O)N3CCCCCC3)cc2)cc1 | -2% | 0.4% | i | 0% | 3% | -35% | -0.1 | -8% | 1%
CC(=O)Nc1sc(N/N=C\c2ccccc2)nc1-c1cccs1 | ? | ? | i | -1% | -6% | -47% | -1.2 | 4% | -6%
COc1ccc(NC(=O)Cn2nnc3sc4c(c3c2=O)CCC(C)C4)c(OC)c1 (stereo not given) | -1% | -0.8% | . | ? | -6% | -21% | . | -11% | .
COc1ccccc1Cc1nc(-c2cccnc2)no1 | 20% | 8.2% | i | -4% | 0% | -4% | -0.5 | 5% | -9%
CSc1ccccc1C(=O)C1CCCN(S(=O)(=O)c2c(C)noc2C)C1 (stereo not given) | -19% | 0.5% | i | -4% | 1% | -3% | -2.8 | 2% | 1%
CCCn1c(O)c(/C=C2\C=NN=C2c2ccccc2)sc1=S | ? | -0.7% | i | -16% | 4% | 2% | 0.9 | ? | -9%
COc1cc2c(cc1OC)CN(C(=O)CN1C(=O)c3ccc([N+](=O)[O-])cc3C1=O)CC2 | 24% | -0.5% | i | 5% | -6% | 1% | 2.0 | -7% | 0%
COc1ccccc1NC(=O)N(C)C[C@H]1OCc2cnnn2CCCC(=O)N([C@H](C)CO)C[C@H]1C | . | 0.4% | i | 18% | 6% | 1% | 0.7 | . | .
Cc1cc(=O)n2nc(N3CCC(C(=O)Nc4ccc(C)c(Cl)c4)CC3)sc2n1 | 2% | -0.4% | . | ? | -15% | -12% | . | 0% | .
CN(CC(=O)Nc1c(Cl)cccc1Cl)C(=O)Cc1ccsc1 | -4% | 0.2% | i | 2% | 5% | 0% | -0.1 | 1% | 0%
Cc1c(Cl)cccc1-n1ncc(C(=O)Nc2ccc3c(c2)OCCO3)c1C1CCN(C(=O)OC(C)(C)C)CC1 | -25% | -0.2% | . | ? | 6% | -8% | . | 0% | .
COc1ccccc1-c1c(C)nn2c(N3CCCCCC3)cc(C)nc12 | 26µM* | -0.8% | i | 11µM* | -11% | -41% | 1.5 | ? | 1%
COc1ccc([N+](=O)[O-])cc1/C=N/NC(=O)CNC(=O)c1cccc(F)c1 | -5% | 12% | i | -4% | -26% | -2% | -0.6 | 1% | 1%
Cc1cccc(CN2[C@@H](CC(C)C)COCCS2(=O)=O)c1 | 17% | -0.7% | i | 1% | -4% | -17% | 0.2 | -1% | .
CCOC(=O)c1ccc(NC(=O)CCC(CC)C(=O)O)cc1 (stereo not given) | 29% | -0.7% | i | 34% | 16% | -4% | 0.6 | 16% | 0%
Cc1onc(-c2c(F)cccc2Cl)c1C(=O)N1CCc2ccccc21 | ? | -0.2% | i | 16% | 16% | -7% | -0.3 | -12% | 0%
Cc1nc2ccn(Cc3cccnc3)c(=O)c2cc1C(=O)N1CCN(c2ccc(F)cc2)CC1 | ? | 1.1% | . | 18% | -41%[inhibitor] | 1% | . | -1% | .
O=c1oc(-c2ccccc2F)nc2c1cnn2-c1ccccc1 | ? | -0.3% | i | -3% | -8% | -46% | -2.4 | -3% | 0%
NC(=O)c1ccc2c(=O)n3c(-c4cc(Cl)c(N)c(Cl)c4)csc3nc2c1 | ? | -1.6% | i | -4% | 0% | 15% | -1.8 | -13% | 1%
CCN1C(=O)[C@H]2[C@@H](c3ccc(-c4cc(C(C)=O)cs4)cc3)N3CCCC[C@@]3(C(=O)OC)[C@H]2C1=O | -18% | -0.8% | i | ? | 1% | 2% | -5.8 | -2% | -8%
CCCCc1nn2c(=O)cc(COC(=O)c3cccc(NC(=O)COc4ccccc4)c3)nc2s1 | . | 1.1% | . | -5% | -12% | -4% | . | 15% | .
CC(C)(C)NCC(O)Cn1cc(C=O)c2ccccc21 (stereo not given) | -14% | 2.3% | i | -10% | . | -20% | -0.4 | 1% | 1%
COc1cc(/C=C2/S/C(=N/S(=O)(=O)c3ccccc3)NC2=O)c([N+](=O)[O-])cc1OC | -7% | 6.4% | i | ? | 7% | -21% | -0.5 | -12% | -7%
OCC[C@@H]1C[C@H](O)[C@@H](O)[C@@]2(Cc3ccccc3O2)O1 | 7% | 0.1% | i | 16% | -18% | 6% | 0.7 | 0% | -1%
CCOc1ncccc1C(=O)OCC(=O)c1cccs1 | 8% | 4.1% | i | -2% | -5% | -3% | 2.1 | -3% | -1%
COc1ccc(C(O)c2coc3ccc(O)c(CN(C)C)c23)cc1 (stereo not given) | 0% | 0.2% | i | -11% | 6% | -7% | -0.7 | 2% | 3%
C=CCn1c(SCC#N)nc2cc(Cl)ccc2c1=O | -9% | . | . | -4% | . | -15% | . | 0% | .
Cc1ccc(OCCNC(=O)c2cc(-n3cnnc3)ccc2Cl)cc1C | 7% | 0.0% | i | 5% | 11% | 1% | -4.8 | 19% | 0%
C=CC[C@H](CC(=O)NCCO)C(=O)N[C@@H](COC(=O)[C@@H](CC=C)Cc1ccc(F)cc1)Cc1c[nH]c2ccccc12 | -4% | 1.1% | i | ? | -3% | -5% | 0.5 | -6% | 1%
CCc1nc2ccccc2n(CC)c1=O | 3% | 0.2% | i | 2% | 1% | -14% | -2.0 | 1% | -12%
CCc1ccc(NC(=O)Cn2c(=O)oc3cc(S(=O)(=O)N4CCOCC4)ccc32)cc1 | -25% | 0.3% | i | -13% | -6% | 2% | -0.5 | 7% | 1%
CCOC(=O)c1ccccc1NC(=O)CSc1ccc(-c2sc(C)nc2C)nn1 | . | 7.4% | . | -23% | 16% | -23% | . | -3% | .
CCC(=O)Nc1ccc(C(=O)OCc2ccc(Cl)c(Cl)c2)cc1 | -21% | 0.2% | i | 0% | 10% | -12% | -0.8 | 10% | 0%
N#CC1=C(N)c2ccccc2CC12CCCCC2 | 0% | -0.1% | i | ? | -17% | -46% | -2.2 | 6% | -5%
CC(=O)NC(c1ccccc1)c1nc(-c2cccc(C(=O)O)c2)cs1 (stereo not given) | . | -0.6% | i | -1% | -5% | 0% | 0.5 | . | .

Results in A549 tox, CCT chaperon mod and TGFb SMAD3 inh, for 2 of the compounds above:
SMILES,A549 tox,CCT chaperon mod,TGFb SMAD3 inh
C=CC[C@H](CC(=O)NCCO)C(=O)N[C@@H](COC(=O)[C@@H](CC=C)Cc1ccc(F)cc1)Cc1c[nH]c2ccccc12,-6%,0.5,?
CCc1nc2ccccc2n(CC)c1=O,1%,-2.0,2%

Among those listed so far, 3 have an aryl thioether with sulfur outside any ring.
SMILES | Nrf2 block | Nrf2 activator | pAkt inh | TGFb SMAD3 inh | Abeta yeast res | HepG2 viability | CCT chaperon mod | A549 tox | Mm-Cpn inhibitor
CSc1ccccc1C(=O)C1CCCN(S(=O)(=O)c2c(C)noc2C)C1 (stereo not given) | -19% | 0.5% | i | -4% | 1% | -3% | -2.8 | 2% | 1%
C=CCn1c(SCC#N)nc2cc(Cl)ccc2c1=O | -9% | . | . | -4% | . | -15% | . | 0% | .
CCOC(=O)c1ccccc1NC(=O)CSc1ccc(-c2sc(C)nc2C)nn1 | . | 7.4% | . | -23% | 16% | -23% | . | -3% | .
